EPAC1 antagonist: antagonists of human EPAC1; O95398; EPAC1 GEF assay, Rap1b-BODIPY-GDP exchange fluorescence; Potency, µM (doses to about 115 µM), inactives show at the highest dose activity change, negative = inhibition, most hits filed as inhibitors; 360,000 compounds, 0.14% hits;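 also: plate controls were vehicle for no effect and positive control for full effect; nearly all actives have a fitted effect of over 50% in size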
TDP-43 yeast inh: rescues yeast growth from TDP-43 toxicity | TDP-43 expressing yeast growth rescue, BacTiter-Glo, 24 h | Potency, µM (doses to about 46.1 µM), without a hit: at the top dose growth rescue (activation), hits mostly activators | 410,000 compounds, 1.8% hits; also: % of control where 0% means no effect; nearly all actives have a fitted effect of over 50% in size
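Yeast cells expressing TDP-43 under galactose induction are exposed to compounds for 24 hr at 30 deg C. BacTiter-Glo luminescence measures growth, so protective compounds score as activators.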
FUS yeast rescue: suppressors of FUS proteinopathy in yeast; S. cerevisiae FUS-expressing, growth rescue, OD600, 24 h; Potency, µM (series often up to 76.6 µM), inactives show top-dose growth rescue (activation), hits mostly activators; 390,000 compounds, 0.24% hits; AID 1347120;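 also: plate controls were DMSO vehicle for no effect and reference control for full effect; nearly all actives have a fitted effect of over 55% in size; some results filed as inactive show a strong effect at the top dose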
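Toxicity suppression screen in FUS-yeast. Cells induced with 2% galactose, starting OD 0.005, treated 24hr at 30C with compounds at multiple final concentrations; growth by OD600.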
PTHR1 ag: activates the human parathyroid hormone receptor PTHR1 | Q03431 | HEK293 GP2 PTHR1 cells, GloSensor cAMP luminescence, 1 h | Potency, µM (series often up to 115 µM), for the others: at the highest dose activation, most hits filed as activators | 410,000 compounds, 0.075% hits | AID 743266; also: nearly all actives have a fitted effect of over 55% in size; some results filed as inactive show a strong effect at the top dose; inactives centre near -15; many of its hits are not listed in these tables
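HEK-293-derived GP2 cells expressing PTHR1 and a GloSensor cAMP reporter, 3,000/well, plated overnight, given luciferin plus IBMX (each 0.5 mM as added) for 1 h at 37 °C, then compound for 1 h at 37 °C. Luminescence was read after 15 min at room temperature.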
EPAC2 ag: activates human EPAC2 exchange factor. Potency, µM (top dose mostly 154 µM), for the others: at the highest dose activation, hits mostly activators. AID 720711. EPAC2 activation, biochemical qHTS; response scale: 100% = 6.5 mM cAMP response. 360,000 compounds, 0.079% hits; also: nearly all actives have a fitted effect of over 50% in size
Target sequence (Q8WZA2 whole entry, looked up): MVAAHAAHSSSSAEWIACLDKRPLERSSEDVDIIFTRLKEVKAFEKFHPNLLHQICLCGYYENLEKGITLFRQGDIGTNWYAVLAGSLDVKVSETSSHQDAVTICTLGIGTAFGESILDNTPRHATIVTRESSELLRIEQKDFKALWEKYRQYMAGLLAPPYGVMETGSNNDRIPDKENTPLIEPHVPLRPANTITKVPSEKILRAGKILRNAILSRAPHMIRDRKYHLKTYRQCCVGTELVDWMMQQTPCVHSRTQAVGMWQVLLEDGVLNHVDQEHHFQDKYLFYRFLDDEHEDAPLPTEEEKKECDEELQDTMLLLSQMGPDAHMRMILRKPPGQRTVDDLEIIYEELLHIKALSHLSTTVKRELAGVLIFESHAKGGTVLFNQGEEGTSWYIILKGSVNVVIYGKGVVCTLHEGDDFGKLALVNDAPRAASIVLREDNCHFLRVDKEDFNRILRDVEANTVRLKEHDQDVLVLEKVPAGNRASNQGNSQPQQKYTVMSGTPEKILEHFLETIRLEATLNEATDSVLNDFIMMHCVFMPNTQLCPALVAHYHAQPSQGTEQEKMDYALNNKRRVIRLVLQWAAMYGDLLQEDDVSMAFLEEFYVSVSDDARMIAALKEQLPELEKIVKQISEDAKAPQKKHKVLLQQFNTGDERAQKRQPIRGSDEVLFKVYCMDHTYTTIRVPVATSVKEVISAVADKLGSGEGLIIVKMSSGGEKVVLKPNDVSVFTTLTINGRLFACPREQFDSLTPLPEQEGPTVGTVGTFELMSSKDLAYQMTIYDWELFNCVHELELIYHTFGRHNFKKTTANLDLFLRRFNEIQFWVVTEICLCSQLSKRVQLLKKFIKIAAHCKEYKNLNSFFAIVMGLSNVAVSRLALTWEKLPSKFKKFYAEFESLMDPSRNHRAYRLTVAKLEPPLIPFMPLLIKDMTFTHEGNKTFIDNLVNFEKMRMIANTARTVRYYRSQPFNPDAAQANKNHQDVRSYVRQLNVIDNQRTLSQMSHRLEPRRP
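Guanine nucleotide exchange by EPAC2 is measured as reduced fluorescence of BODIPY-GDP once it is released from 250 nM Rap1B. Plates are read kinetically for 30 min at room temperature; results are scaled to 6.5 mM cAMP.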
EPAC1 ag: agonists of human EPAC1; 360,000 compounds, 0.073% hits; EPAC1 agonist qHTS, biochemical assay; response scale: 100% = response to 6.5 mM cAMP; AID 720707; Potency, µM (top dose mostly 154 µM), inactives show top-dose activation, actives largely listed as activators; also: nearly all actives have a fitted effect of over 60% in size
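Read-out is the fluorescence drop as BODIPY-GDP leaves Rap1B (480 nm excitation, 540 nm emission), recorded every 5 minutes over 30 minutes. Reactions held 100 nM EPAC1, 250 nM Rap1B–BODIPY-GDP and 50 uM GDP, with 6.5 mM cAMP setting full activation.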
EPAC2 antag: EPAC2 (human) antagonism | Potency, µM (doses to about 114 µM), inactives show top-dose activity, negative = inhibition, most hits filed as inhibitors | Q8WZA2 | AID 720708 | EPAC2 GEF exchange of Rap1B-BODIPY-GDP, fluorescence | 360,000 compounds, 0.18% hits; also: % is scaled to controls: 0 for no effect and ±100 for the full control effect; nearly all actives have a fitted effect of over 45% in size; many of its hits are not listed in these tables
aSyn rescue: alpha-synuclein toxicity inhibition in yeast | 370,000 compounds, 0.14% hits | AID 652106 | Potency, µM (highest dose often 46.1 µM), without a hit: at the top dose growth rescue (activation), actives largely listed as activators | Yeast expressing alpha-synuclein, growth rescue, BacTiter-Glo, 24 h; also: % of control where 0% means no effect; nearly all actives have a fitted effect of over 65% in size
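Rescue of yeast growth: cells expressing toxic alpha-synuclein, induced in galactose at OD600 0.02, incubated with compound 24 h at 30 C. ATP luminescence quantified growth; inhibitors of toxicity appear as activators.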
Numbers without * were called inactive; i = inactive; ? = inconclusive; . = not tested or not shown; & = joins results of further samples; [ ] = another dose, or the depositor's remark. Calls follow the shape of the dose curve; as a rule, active = well fitted curve in the direction sought with a large enough effect; inconclusive = small, poorly fitted or top-dose-only effect, or another doubt; inactive = no such curve, though single readings can be large; an effect the other way counts as inactive or inconclusive. Potency is read from the fitted curve at half-maximal effect. The list is partial, so the mix of outcomes need not match the whole.

SMILES	EPAC1 antagonist	TDP-43 yeast inh	FUS yeast rescue	PTHR1 ag	EPAC2 ag	EPAC1 ag	EPAC2 antag	aSyn rescue
O=C(Nc1ccccc1Br)C(=O)N1CCCC1	10%	20%	.	i	-5%	1%	0%	0%
CCOC(=O)N1CCN(S(=O)(=O)c2c(C)nc3sccn3c2=O)CC1	-14%	18%	-7%	i	12%	-6%	13%	16%
COc1ccc(N2CC(C(=O)Nc3nnc(SCC(=O)NC4CCCC4)s3)CC2=O)cc1 (configuration not stated)	1%	-6%	45%	0%	20%	11%	7%	0%
CCc1ccc2[nH]c(=O)c(CN(Cc3ccccc3)C(=O)Nc3ccccc3OC)cc2c1	-11%	-17%	22%	i	13%	12%	-9%	5%
Cn1cc(/C=C(\NC(=O)c2ccccc2)C(=O)NCCCN2CCOCC2)c2ccccc21	-21%	-24%	5%	i	3%	13%	-5%	7%
COc1cc(-c2noc(C)c2C(=O)NCCCn2ccnc2)cc(OC)c1OC	2%	-13%	0%	27%	11%	-12%	7%	1%
Cn1c(=O)n(C)c2cc([N+](=O)[O-])c(N3CCN(S(=O)(=O)c4ccc5ccccc5c4)CC3)cc21	-11%	-17%	-12%	-24%[57.5 µM]	13%	10%	-10%	-17%
CCCc1nc(N)sc1C(=O)OCC	-16%	1%	-18%	14%[57.5 µM]	11%	8%	6%	-16%
CCc1nnc(NC(=O)c2ccc(-c3cc(C(F)(F)F)ccc3Cl)o2)s1	6%	-11%	15%	-14%[57.5 µM]	0%	-3%	10%	-9%
CCCNC(=O)CCc1c(C)nc2nc(-c3cc(OC)cc(OC)c3)nn2c1C	-5%	4%&15%	1%&14%	-17%	2%	0%	4%	0%
CC(/C=N/NC(=O)c1ccccc1F)c1ccccc1 (configuration not stated)	13%	7%	-40%	i	11%	0%	1%	-2%
CC(C)CCC1CC(CSC(=N)N)OC1=O (configuration not stated)	-1%	5%	-2%	?	4%	9%	2%	0%
O=[N+]([O-])c1ccc2nc(SCc3cn4ccccc4n3)[nH]c2c1	2%	-1%	.	i	2%	6%	-3%	9%
CCOC(=O)C1CCCN(C(=O)c2sc3nc(C)nc(N(CC)CC)c3c2C)C1 (configuration not stated)	8%	-13%	29%	i	-3%	-11%	9%	-4%
Cc1csc(NC(=O)CSc2ccc(-c3ccccn3)nn2)n1	-15%	?	-1%	-2%	12%	5%	10%	?
COc1cccc(CN(C)C[C@H]2OCc3cnnn3CCCC(=O)N([C@@H](C)CO)C[C@@H]2C)c1	-10%	16%	-8%	-24%	7%	12%	-7%	1%
COc1ccc2[nH]c(=O)c(C3c4cc(OC)c(OC)cc4CCN3C(=O)c3ccco3)cc2c1 (configuration not stated)	23%	1%	11%	i	1%	8%	-2%	-2%
Cc1ccc(OCCC(=O)OCC(=O)c2ccc3c(c2)NC(=O)CO3)cc1	3%	-14%	8%	-91%[inhibitor]	-8%	-18%	6%	9%
O=C(CSc1nc2ccccc2c(=O)[nH]1)c1ccc(O)c(O)c1	?	8%	.	i	-4%	10%	-2%	1%
Cn1ccc2cc(NC(=O)Nc3cccnc3)ccc21	-19%	22%	12%	-13%	-4%	-19%	11%	2%
CCCC(=O)NC1=C(Cl)C(=O)c2ccccc2C1=O	-11%	-91%[inhibitor]	.	i	-1%	15%	0%	-83%[inhibitor]
CC1(CC(=O)N/N=C/c2ccc(-c3ccc(Cl)cc3)o2)OCCO1	-13%	5%	-7%	i	10%	9%	2%	5%
Cc1ccc(C)c(CSc2nnc([C@@H](N)C(C)C)o2)c1	5%	10%	11%	i	-9%	3%	-2%	-2%
COc1ccc(-n2nc(C(=O)NCC(=O)NC3CCCCC3)c3ccccc3c2=O)cc1	2%	23%	5%	17%	8%	8%	1%	-3%
Cc1ccc2c(c1)nnn2C1CCN(S(=O)(=O)c2ccc(C(=O)N3C(C)CCCC3C)cc2)CC1 (configuration not stated)	-19%	-39%	37%	-57%[inhibitor]	5%	-2%	4%	0%
More structures.
SMILES	EPAC1 antagonist	TDP-43 yeast inh	FUS yeast rescue	PTHR1 ag	EPAC2 ag	EPAC1 ag	EPAC2 antag	aSyn rescue
Cc1ccccc1/C(N)=N/OC(=O)c1cccs1	-2%	?	.	-48%[inhibitor]	14%	-2%	7%	-15%
Clc1ccc(-c2nnc(-c3ccc(Br)o3)o2)c(Cl)c1	15%	-8%	5%	-38%[inhibitor][57.5 µM]	3%	-4%	10%	-11%
CC(NC(=O)COC(=O)CCc1nc(=O)c2ccccc2n1C)c1ccccc1 (configuration not stated)	-3%	-14%[9.22 µM]	4%	i	0%	9%	-8%	1%
Cc1nn(C)c(C)c1S(=O)(=O)NC1CCCc2ccccc21 (configuration not stated)	-28%	-23%	0%	-13%[57.5 µM]	4%	3%	25%	-3%
Cc1oncc1C(=O)Nc1ccc2ccccc2c1	16%	?	8%	i	6%	4%	6%	5%
Cc1cc(-c2nc3ccccc3c(=O)o2)ccc1[N+](=O)[O-]	-2%	-14%[1.82 µM]	25%	i	-8%	-7%	1%	0%
O=C(CCN1C(=O)/C(=C/c2cccs2)SC1=S)Nc1ccccc1O	7%	-4%	11%	-16%	11%	4%	7%	1%
Cc1cccc(-c2noc(-c3ccc(Cl)cc3[N+](=O)[O-])n2)c1	2%	0%	.	-34%	13%	2%	-5%	-2%
CCC(Sc1ncccc1C(=O)O)C(=O)N1CCOCC1 (configuration not stated)	8%	-25%	-2%	i	5%	2%	10%	0%
Cc1c(C(=O)N2C[C@@H](C)O[C@@H](C)C2)oc2c(F)cccc12	-15%	9%	2%	-21%	2%	-17%	-20%	-4%
CC1CCN(S(=O)(=O)c2ccc3c(c2)N(CC(=O)NCc2cccnc2)C(=O)CS3)CC1	2%	1%	-2%	-10%	7%	-4%	-20%[57.1 µM]	0%
O=C(Nc1ccccc1)c1c(F)c(F)c(F)c(F)c1F	15%	?	-28%	-21%[57.5 µM]	-6%	9%	7%	-12%
c1ccc2c(c1)OCC(c1nn3c(Cn4nnc5ccccc54)nnc3s1)O2 (configuration not stated)	-10%	-3%	32µM*	i	17%	10%	-4%	-3%
Cc1c(NC(=O)C2CCCO2)cccc1[N+](=O)[O-] (configuration not stated)	12%	11%	.	i	2%	7%	6%	-9%
CCCCN1C2=NCCCN2c2ccccc21	7%	-23%	-18%	-3%[57.5 µM]	16%	1%	-3%	1%
CCOC(=O)C1CCN(C(=O)c2cccnc2Cl)CC1	8%	-14%	8%	i	0%	-1%	8%	2%
COc1ccc(CNC(=O)CCc2nc(-c3ccccc3F)no2)c(OC)c1	2%	-4%	16%	14%	9%	2%	9%	9%
COc1ccc(CNCCNC(=O)c2cccs2)c(OC)c1OC	-15%	15%	16%	i	4%	-6%	-1%	-1%
Cc1ncc(CN2CCCC(C(=O)Nc3ccc(-c4ccco4)cc3)C2)cn1 (configuration not stated)	-14%	2%	11%	i	10%	7%	-3%	3%
CCOc1ccc(NC(=O)C(C)N2C(=O)c3ccccc3C2=O)cc1 (configuration not stated)	2%	10%	0%	i	12%	9%	-5%	1%
Nc1nncn1C(=O)c1ccc(Cl)cc1Cl	?	11%[9.22 µM]	-5%	i	2%	7%	-11%	-1%
Nc1nc(N2CCCCC2)nc(N2CCCCC2)n1	-7%	-4%	1%	i	-7%	-5%	4%	-12%
O=C1c2ccccc2C(=O)N1CCCCSc1nc2ccccc2o1	-19%	4%	10%	-13%	15%	13%	-1%	6%

A different layout for part of the listing above:
Each structure is followed by: EPAC1 antagonist	TDP-43 yeast inh	FUS yeast rescue	PTHR1 ag	EPAC2 ag	EPAC1 ag	EPAC2 antag	aSyn rescue
> Cc1oncc1C(=O)Nc1ccc2ccccc2c1
  16%	?	8%	i	6%	4%	6%	5%
> Cc1cc(-c2nc3ccccc3c(=O)o2)ccc1[N+](=O)[O-]
  -2%	-14%[1.82 µM]	25%	i	-8%	-7%	1%	0%
> O=C(CCN1C(=O)/C(=C/c2cccs2)SC1=S)Nc1ccccc1O
  7%	-4%	11%	-16%	11%	4%	7%	1%
> Cc1cccc(-c2noc(-c3ccc(Cl)cc3[N+](=O)[O-])n2)c1
  2%	0%	.	-34%	13%	2%	-5%	-2%
> CCC(Sc1ncccc1C(=O)O)C(=O)N1CCOCC1 (configuration not stated)
  8%	-25%	-2%	i	5%	2%	10%	0%
> Cc1c(C(=O)N2C[C@@H](C)O[C@@H](C)C2)oc2c(F)cccc12
  -15%	9%	2%	-21%	2%	-17%	-20%	-4%
> CC1CCN(S(=O)(=O)c2ccc3c(c2)N(CC(=O)NCc2cccnc2)C(=O)CS3)CC1
  2%	1%	-2%	-10%	7%	-4%	-20%[57.1 µM]	0%
> O=C(Nc1ccccc1)c1c(F)c(F)c(F)c(F)c1F
  15%	?	-28%	-21%[57.5 µM]	-6%	9%	7%	-12%
> c1ccc2c(c1)OCC(c1nn3c(Cn4nnc5ccccc54)nnc3s1)O2 (configuration not stated)
  -10%	-3%	32µM*	i	17%	10%	-4%	-3%
> Cc1c(NC(=O)C2CCCO2)cccc1[N+](=O)[O-] (configuration not stated)
  12%	11%	.	i	2%	7%	6%	-9%
> CCCCN1C2=NCCCN2c2ccccc21
  7%	-23%	-18%	-3%[57.5 µM]	16%	1%	-3%	1%
> CCOC(=O)C1CCN(C(=O)c2cccnc2Cl)CC1
  8%	-14%	8%	i	0%	-1%	8%	2%
> COc1ccc(CNC(=O)CCc2nc(-c3ccccc3F)no2)c(OC)c1
  2%	-4%	16%	14%	9%	2%	9%	9%
> COc1ccc(CNCCNC(=O)c2cccs2)c(OC)c1OC
  -15%	15%	16%	i	4%	-6%	-1%	-1%
> Cc1ncc(CN2CCCC(C(=O)Nc3ccc(-c4ccco4)cc3)C2)cn1 (configuration not stated)
  -14%	2%	11%	i	10%	7%	-3%	3%
> CCOc1ccc(NC(=O)C(C)N2C(=O)c3ccccc3C2=O)cc1 (configuration not stated)
  2%	10%	0%	i	12%	9%	-5%	1%
